# Source: PubChem BioAssay (several laboratories)
# ABHD5-PLIN5 inh – ABHD5-PLIN5 interaction inhibitors, primary screen, cell lysate, split luciferase complementation, luminescence. Perilipin-5 (Homo sapiens) + 1-acylglycerol-3-phosphate O-acyltransferase ABHD5 (Homo …. Split G. princeps luciferase complementation, 4 h. inhibition, % at 4 µM. 360,000 compounds, 0.78% hits. AID 602281, 2012;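 active = inhibition above the mean inhibition across every tested compound plus 3 SD, cut at about 22% in these data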;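 also: 0% = DMSO only wells and the 100% control is not disclosed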
# MC4R barr agon – MC4R agonists recruiting beta-arrestin, primary screen, cell-based, luminescence, agonist arm of biased-ligand search | Melanocortin receptor 4 (Homo sapiens), P32245 | activation, % at 8.9 µM | U2OS MC4R beta-arrestin complementation; percent of melanotan II response, DMSO zero | 360,000 compounds, 0.98% hits;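 active = activation above a per-plate cutoff, the mean activation of sample wells on that plate plus 3 SD, cut at about 8% in these data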
# NR5A2 inv ag – LRH-1 (NR5A2) inverse agonists, primary screen, cell-based, luminescence, HEK293T, StAR-luciferase reporter. Nuclear receptor subfamily 5 group A member 2 (Homo sapiens), O00482. LRH-1 transfected, 24 h. inhibition, % at 3.6 µM. 360,000 compounds, 0.13% hits. AID 602396, 2012;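 active = inhibition above the mean inhibition of all tested compounds plus 3 SD, cut at about 73% in these data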;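 also: 0% = DMSO wells and 100% = reporter-only cells lacking LRH-1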
# SRC3 inh – SRC3 coactivator transcriptional activity inhibitors, primary screen, cell-based, luminescence; Nuclear receptor coactivator 3 (Homo sapiens), Q9Y6Q9; HEK293 GAL4-SRC3 luciferase reporter; inhibition, % at 3.6 µM; 360,000 compounds, 0.17% hits; AID 588352, 2011;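 active = inhibition above a per-campaign cutoff, the mean of all compounds plus 3 SD, cut at about 60% in these data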;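 also: 0% = DMSO-treated cells and 100% = gossypol-treated cells at 36 µM; higher means less SRC3-driven luciferase light from the GAL4 reporter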
# NOD2-RIPK2 inh – NOD2-RIPK2 binding disruptors in cells, primary screen, fluorescence, CHO cells, BLA complementation. 360,000 compounds, 0.38% hits. AID 624267, 2012. CCF4 ratio. Receptor-interacting serine/threonine-protein kinase 2 (Homo sapiens), O43353. inhibition, % at 4.98 µM; in the data active = inhibition above about 21%;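 also: 0% = vehicle only and 100% = reference blocker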
# NCOA2 inhibitor – inhibition of GAL4-SRC2 driven luciferase reporter, primary screen, SRC2 inhibitor project, cell-based, luminescence; Nuclear receptor coactivator 2 (Homo sapiens), Q15596; inhibition, % at 9 µM; AID 651957, 2012; 370,000 compounds, 0.17% hits; HEK293 GAL4-SRC2 luciferase reporter;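 active = inhibition above the mean inhibition of all tested compounds plus 3 SD, set per campaign, cut at about 52% in these data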;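 also: 0% = DMSO treated cells and 100% = cells given Gossypol at 36 µM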
# Target sequence (Q15596 whole entry, looked up, the tested form may be a part): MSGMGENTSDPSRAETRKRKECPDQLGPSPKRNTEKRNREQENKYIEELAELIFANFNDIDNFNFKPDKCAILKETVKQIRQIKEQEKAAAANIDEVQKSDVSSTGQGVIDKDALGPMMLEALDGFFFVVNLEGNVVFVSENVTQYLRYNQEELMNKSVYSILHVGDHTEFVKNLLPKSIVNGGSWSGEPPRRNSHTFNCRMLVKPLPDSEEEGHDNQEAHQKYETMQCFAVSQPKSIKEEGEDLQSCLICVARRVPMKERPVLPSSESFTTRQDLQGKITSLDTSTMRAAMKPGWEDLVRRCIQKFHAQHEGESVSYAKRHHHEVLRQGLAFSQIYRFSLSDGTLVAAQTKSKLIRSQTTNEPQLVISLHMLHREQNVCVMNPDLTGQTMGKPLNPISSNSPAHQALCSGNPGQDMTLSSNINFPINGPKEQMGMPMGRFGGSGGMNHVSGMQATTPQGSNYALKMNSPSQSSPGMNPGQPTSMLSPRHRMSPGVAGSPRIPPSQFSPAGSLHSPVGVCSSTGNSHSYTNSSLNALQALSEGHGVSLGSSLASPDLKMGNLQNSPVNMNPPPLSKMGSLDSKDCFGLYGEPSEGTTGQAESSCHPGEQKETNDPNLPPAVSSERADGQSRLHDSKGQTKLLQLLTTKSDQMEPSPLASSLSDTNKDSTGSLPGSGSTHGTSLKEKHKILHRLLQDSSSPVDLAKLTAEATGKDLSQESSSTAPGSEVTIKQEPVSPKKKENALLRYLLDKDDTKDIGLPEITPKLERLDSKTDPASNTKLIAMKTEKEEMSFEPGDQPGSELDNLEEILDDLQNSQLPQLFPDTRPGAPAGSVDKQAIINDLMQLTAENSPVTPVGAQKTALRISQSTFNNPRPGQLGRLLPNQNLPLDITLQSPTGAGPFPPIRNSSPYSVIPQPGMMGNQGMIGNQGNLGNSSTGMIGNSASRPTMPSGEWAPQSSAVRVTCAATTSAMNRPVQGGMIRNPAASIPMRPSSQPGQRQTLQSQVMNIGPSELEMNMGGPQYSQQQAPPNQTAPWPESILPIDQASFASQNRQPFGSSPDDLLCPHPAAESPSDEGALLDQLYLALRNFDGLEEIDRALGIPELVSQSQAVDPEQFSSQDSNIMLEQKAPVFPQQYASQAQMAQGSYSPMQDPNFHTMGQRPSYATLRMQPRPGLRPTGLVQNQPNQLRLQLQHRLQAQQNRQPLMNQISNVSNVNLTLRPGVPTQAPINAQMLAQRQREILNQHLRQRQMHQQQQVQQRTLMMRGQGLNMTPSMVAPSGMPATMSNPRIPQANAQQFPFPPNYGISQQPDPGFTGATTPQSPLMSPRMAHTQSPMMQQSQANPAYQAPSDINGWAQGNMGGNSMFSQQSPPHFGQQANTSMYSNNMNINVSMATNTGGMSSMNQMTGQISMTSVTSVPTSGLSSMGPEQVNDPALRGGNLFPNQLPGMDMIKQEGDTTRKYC
# TLR9-MyD88 block – inhibitors of TLR9-MyD88 association in cells, primary screen, cell-based, CHO, BLA complementation, fluorescence. Toll-like receptor 9 (Homo sapiens) + Myeloid differentiation primary response protein …. CCF4 FRET ratio. inhibition, % at 4.98 µM. 340,000 compounds, 0.21% hits. AID 504734, 2011;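 active = inhibition above the mean over all tested compounds plus 3 SD, cut at about 21% in these data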;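 also: 0% = DMSO only wells and 100% = clavulanate BLA inhibitor control wells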
# MC4R antag cAMP – MC4R antagonists of cAMP signaling, primary screen, cell-based, TR-FRET, antagonist arm of biased-ligand search; Melanocortin receptor 4 (Homo sapiens), P32245; MC4R-expressing cells, MTII-stimulated cAMP, LANCE TR-FRET; inhibition, % at 6.5 µM; 360,000 compounds, 0.48% hits;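 active = inhibition above its plate's cutoff, the mean of tested wells on that plate plus 3 SD, cut at about 29% in these data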;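 also: 0% = Melanotan II alone and 100% = Melanotan II plus saturating MCL0020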
#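 System: U2OS-MC4R stable cell line; Technique: Eu-cAMP/anti-cAMP TR-FRET, emission 671 nm; Repeats: single well per compound; Also added: Melanotan II; Dosing: one concentration, 6.5 µM nominal; Schedule: 30-min compound, 1-h challenge, 1-h detection, room temperature.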
# EBV LMP1 NFkB – EBV LMP1-driven NF-kappaB luciferase reporter inhibitors, primary screen, cell-based, luminescence, single point; 350,000 compounds, 0.69% hits; LMP1-induced NF-kappaB luciferase reporter cells; AID 504558, 2011; inhibition, % at 12.5 µM; in the data active = inhibition above about 41%;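 also: 0% = neutral control wells and 100% = reference inhibitor control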
# NCOA1 inh – SRC1 coactivator transcriptional activity inhibitors, primary screen, cell-based, luminescence; Nuclear receptor coactivator 1 (Homo sapiens), Q15788; HEK293 GAL4-SRC1 luciferase reporter; inhibition, % at 3.6 µM; 360,000 compounds, 0.12% hits; AID 588354, 2011;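 active = inhibition above the campaign mean plus 3 SD, with each screening campaign given its own cutoff, cut at about 60% in these data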;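 also: 0% = DMSO treated cells and 100% = gossypol at 36 µM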
# COUP-TFII inh – NR2F2 transcriptional activity inhibitors, primary screen, cell-based, luciferase reporter, HEK293T, luminescence; HEK293T NGFI-A luciferase reporter; inhibition, % at 8.6 µM; 370,000 compounds, 0.7% hits;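 active = inhibition above a per-plate cutoff, mean inhibition of test wells between control levels plus 3 SD, cut at about 38% in these data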;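 also: cells cotransfected with COUP-TFII expression vector driving the NGFI-A reporter; 0% = median of COUP-TF2 test wells and 100% = reporter-only cells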
# Active calls of the source: *; / = not tested or not shown. Not all compounds are listed. The share of hits here may be higher or lower than overall.
SMILES,ABHD5-PLIN5 inh,MC4R barr agon,NR5A2 inv ag,SRC3 inh,NOD2-RIPK2 inh,NCOA2 inhibitor,TLR9-MyD88 block,MC4R antag cAMP,EBV LMP1 NFkB,NCOA1 inh,COUP-TFII inh
O=c1c(Cc2ccc(F)cc2)c(O)ccn1CCc1ccccn1,2,-0.6,12,9,-2,-11,-10,7,-29,-6,10
COc1cccc(CNC(=O)C2CCN(C(=O)N3CC(C)Oc4ccccc43)CC2)c1 (stereo unspecified),5,-0.7,-9,-6,0,11,-3,5,-1,-13,3
O=C(Cn1c(=S)[nH]c2ccccc2c1=O)NCCc1ccccc1,-3,-2.2,13,4,-2,-7,9,12,-3,-6,9
COC(=O)c1ccccc1NC(=O)CSc1n[nH]c(C)n1,3,0.6,-5,-6,4,23,1,9,2,13,4
CN(CCC1CCOCC1)C(=O)C1CCC(=O)N(CCc2ccc(Cl)cc2)C1 (stereo unspecified),-4,-3.1,10,-8,3,3,-7,19,6,-16,12
O=C(CCC1CCCCC1)NC1=NCCS1,3,0.9,10,7,3,1,-13,3,3,3,2
CCOc1ccccc1N(CC(=O)Nc1ccc(S(=O)(=O)N2CCOCC2)cc1)S(C)(=O)=O,6,1.9,-2,-1,5,-1,-5,1,-6,-19,-10
CCOc1cc(CNc2ccc(N3CCCC3)cc2)cc(Cl)c1OC,-3,-1.1,-15,18,-6,18,-3,-24,-8,-6,-14
Cn1c(SCC(=O)c2ccc3c(c2)NC(=O)CO3)nc2ccccc21,1,14*,0,2,-3,10,-16,27,-5,-5,6
CCn1ccc(C(=O)Nc2ncc(C)s2)n1,2,-5.6,-95,-49,-10,-68,-13,-1,13,-60,-15
Cc1cc(C)n(C(CC(=O)O)C(=O)O)n1 (stereo unspecified),-5,-1.2,-5,10,8,13,3,-1,-2,-13,-6
COc1ccc(S(=O)(=O)NCCN2CCOCC2)c2ccccc12,4,-2.9,5,15,-10,-22,5,10,-1,-18,11
CCn1cc([C@@H]2C[C@H]3CN(Cc4cccc(Cl)c4)C(=O)[C@]34CCCN24)c(C)n1,6,0.0,3,18,5,-6,-12,-3,5,7,1
CCn1cc(CNCc2cn(C)nc2-c2ccc(C3CCCCC3)cc2)cn1,10,-0.4,-15,11,1,-3,-3,-1,-3,-18,-14
COc1cccc(CNC(=O)CCC2CCCN(c3cc(C)nc(N(C)C)n3)C2)c1 (stereo unspecified),0,-2.6,-6,10,0,-4,-5,8,1,19,14
COc1cc(S(=O)(=O)NCc2ccccc2)ccc1Br,4,-1.9,-7,10,-9,17,7,-2,2,4,1
C#CCOCCOCCOCCNc1nc(N2CCN(C(=O)[C@H](CC(N)=O)n3cc(C(N)[C@@H](C)CC)nn3)CC2)nc(N2CCN(C(=O)[C@H](CCC(=O)O)n3cc([C@@H](N)CCCCN)nn3)CC2)n1 (stereo partly specified),2,-1.6,4,21,-9,4,-5,-3,3,5,-4
Cc1ccc(S(=O)(=O)NC(C)(C)C)cc1C(=O)OCC(=O)N1CCCC1=O,1,-2.9,-28,5,1,5,-4,18,9,-11,16
COc1cc(NS(=O)(=O)c2ccc(NS(=O)(=O)c3ccc(NC(C)=O)cc3)cc2)nc(OC)n1,-3,-0.6,-8,-14,-7,17,0,14,5,-29,-1
COc1cccc(OCCCCCN2CCOCC2)c1,-1,-1.8,-20,-17,-4,9,-1,2,-8,2,7
O=C(c1ccc(Cl)c(Cl)c1)c1cnc(Nc2ccccc2)s1,-3,-0.8,-5,-2,-6,8,-5,-3,-5,-7,17
CCOC(=O)N1CCN(C(=O)CCC(=O)c2ccc(OCC)cc2)CC1,0,-0.6,6,0,-4,-4,-2,6,2,-17,5
CCOC(=O)N1CCN(C(=O)Cn2cnc3ccccc3c2=O)CC1,4,-0.8,-2,19,3,-10,3,-2,4,-9,6
CCOC(=O)c1ccc(NC(=S)P(=O)(c2ccccc2)c2ccccc2)cc1,-2,-1.7,-23,-19,5,-9,-4,7,19,-3,10
Cc1cc(C(=O)CSc2nnc(N)s2)c(C)n1-c1c(C)n(C)n(-c2ccccc2)c1=O,-4,-2.2,-3,-5,-3,-16,-4,1,-13,-36,8
O=C1C=C(c2ccc(-c3ccccc3)c(F)c2)C[C@@H](c2ccc3c(c2)OCO3)C1,-8,0.9,-20,1,-2,-45,1,17,-8,-4,-14
COc1ccc(/C=N\NC(=O)/C(=C\Nc2nccc(C)n2)NC(=O)c2ccccc2)cc1,-6,-2.1,6,8,-3,-25,-3,3,7,-37,-20
Cc1ccc(Cn2ncc3c(N4CCOCC4)ncnc32)cc1,0,-0.9,-16,-14,-2,-18,-6,14,0,-9,-19
Cc1cc(OCC(=O)NCc2ccncc2)c2c(C)c(C)c(=O)oc2c1,5,-1.6,5,-6,7,-9,1,0,3,11,-16
Cc1ccc(NC(=O)C2C(c3ccccc3)C=CC(c3ccccc3)C2C(=O)O)cc1 (stereo unspecified),-3,0.0,18,26,-2,16,3,1,-5,-7,-11
CN(C)c1nc(N)nc2c1ncn2C1OC(CO)CC1O (stereo unspecified),13,/,17,11,-18,11,/,/,/,-4,0
CSc1cccc(NC(=S)NCCCO)c1,1,1.1,4,9,-15,2,-8,-4,1,3,-5
Cc1ccc(C23CC4CC(CC(C(N)=O)(C4)C2)C3)cc1,-4,-1.2,-3,-4,2,4,-5,-4,-12,-3,-8
CCN(CC(=O)Nc1ccccc1C(F)(F)F)C(=O)c1cc(-c2cccs2)nn1-c1ccccc1,14,4.0,11,13,-8,12,6,13,2,6,1
COc1ccc(NC(=O)CCNS(=O)(=O)c2cccc3nonc23)cc1Cl,5,-0.1,8,12,2,6,0,7,-3,-3,-10
Cc1[nH]c2ccccc2c1C(=O)COC(=O)Cn1c(C(F)(F)F)nc2ccccc21,3,-1.2,1,18,-1,-10,12,-5,-14,-1,7
COc1ccc(C(CNC(=O)c2cccc(S(=O)(=O)Nc3ccccc3Cl)c2)N2CCOCC2)cc1 (stereo unspecified),9,1.0,-39,7,-7,20,-4,12,1,1,17
CC1CCCCC1NC(=O)CCN1C(=O)C2C3C=CC(C3)C2C1=O (stereo unspecified),0,-3.4,9,-2,-13,21,-4,9,-1,-21,-6
CCOc1ccccc1OCCOc1cccc(C(F)(F)F)c1,-5,2.8,-3,14,-3,-14,-2,-1,-3,-6,9
CSCCC(NC(=O)c1ccc([N+](=O)[O-])cc1Cl)C(=O)OCC(=O)N(C)C (stereo unspecified),2,1.8,-6,1,2,12,17,6,4,-3,-1
CC(NC(=O)Nc1ccccc1)C(c1ccccc1)N1CCOCC1 (stereo unspecified),-1,-1.7,-13,2,-5,2,-11,20,15,15,3
Cc1c(C(=O)N2CCN(CCc3ccccn3)CC2)oc2ccc(Cl)cc12,-1,1.7,2,15,-3,-16,6,0,/,7,8
NC1=NN=C(N2N=C(c3ccccc3)CC2(O)C(F)(F)F)n2ncnc2C1 (stereo unspecified),6,1.4,7,4,-21,31,2,6,3,-7,-9
C/C(=N\Nc1nc(-c2ccc(C)cc2C)cs1)c1cc2ccccc2oc1=O,-6,3.0,-18,-1,-4,0,-4,15,0,2,8
Cc1ccc(NC(=O)CCn2cnc3ccccc3c2=O)cc1Cl,1,-2.5,8,16,4,-3,7,3,-10,-11,2
O=C(C1CC1)N1CCC(Oc2cccc(C(=O)N3CCCCC3CCO)c2)CC1 (stereo unspecified),-7,-0.5,-7,-9,0,-36,-4,15,-3,-19,-7
CC(C)c1ccc(NC(=O)C(c2ccccc2)N2CCC3(CC2)OCCO3)cc1 (stereo unspecified),-8,-1.1,16,16,9,-12,13,4,1,15,-3
O=c1oc2ccccc2c(Nc2ccccc2)c1[N+](=O)[O-],4,-1.1,4,12,2,-7,-5,2,-1,1,-3
COc1ccc(S(=O)(=O)N2CCCC2CNC(=O)C(=O)Nc2cccc(F)c2)cc1 (stereo unspecified),1,-0.9,-12,-9,-9,10,2,18,3,-13,3
Cc1cccc2c(=O)c(C(=O)NCc3ccc(F)cc3)c[nH]c12,5,-2.4,-3,16,-3,10,0,-6,6,-9,1
O=C1N=C(N2CCC(Cc3ccccc3)CC2)S/C1=C/c1cn[nH]c1-c1ccccc1,1,2.1,-17,6,6,-11,6,5,1,-1,1
CN(C)CCCN(CCCN(C)C)C(=S)Nc1ccc(S(=O)(=O)N2CCOCC2)cc1,-10,-0.1,-11,12,13,22,-13,-1,2,-1,-6
CC(=O)Nc1ccc(S(=O)(=O)N(C)S(=O)(=O)c2ccc(F)cc2)cc1,-8,-1.6,11,4,-1,-4,-5,9,-4,6,3
O=C(O)c1ccccc1SCC(=O)N1CCc2ccccc21,11,0.9,-16,5,-9,-1,4,-1,5,-10,-1
Cc1cccc(NC(=O)CN2C(=O)COc3ccc(Cl)cc32)c1,7,0.9,14,26,4,15,5,2,8,-5,4
O=C(N1CCCCCC1)N1CCN(S(=O)(=O)c2ccccc2)CC1,-8,-1.7,-12,7,-7,-29,-1,-2,-1,7,0
COc1ccccc1NC(=O)Nc1ncccc1C,0,-0.3,-12,-6,1,-19,4,4,3,-16,-5
CCCCN(C(=O)c1c(-c2ccccc2)noc1C)c1c(N)n(CCC)c(=O)[nH]c1=O,7,-0.2,-17,1,-4,14,8,8,2,-23,-11
COc1ccc(OC)c(Nc2ncnc3c2cnn3-c2cccc(C)c2)c1,1,-2.4,15,18,7,-14,-3,-18,8,5,16
N#CCCn1cc(C(=O)Nc2cccc(C(=O)O)c2)c(-c2ccc(Cl)cc2)n1,5,-1.3,-5,4,13,7,11,5,2,-13,6
COC(=O)CSc1nc(NC#N)nc(NC(C)C)n1,-4,0.6,5,21,0,/,-8,9,-6,2,/
C=CCNc1scc(-c2ccccc2)[n+]1CC=C,0,-3.7,-1,0,-1,13,3,1,-3,4,-12
